Source: PubChem (National Center for Advancing Translational Sciences (NCATS))
POLK inh: blocks human DNA polymerase kappa activity | Q9UBT6 | purified Pol kappa, fluorescent DNA synthesis assay, 10 min | Potency, µM (highest dose often 107 µM), inactives show top-dose activity, negative = inhibition, actives largely listed as inhibitors | hit rate 0.53% among 400,000 | AID 588579; also: potency is read from the fitted curve at half-maximal effect; % is scaled to controls: 0 for no effect and ±100 for the full control effect
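50 nM final substrate added after 15 min RT preincubation of 10 nM Pol kappa with compound; fluorescence read at 0 and 10 min.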
Tb PGK inh: T. brucei PGK inhibition. PGK/GAPDH coupled, Kinase-Glo luminescence, 60 min. Potency, µM (titrated, usually from 57.5 µM), inactives show at the highest dose activity change, negative = inhibition, most hits filed as inhibitors. hit rate 0.043% among 380,000; also: potency is read from the fitted curve at half-maximal effect; % is scaled to controls: 0 for no effect and ±100 for the full control effect; nearly all actives have a fitted effect of over 60% in size
Target sequence (P07378 whole entry, looked up): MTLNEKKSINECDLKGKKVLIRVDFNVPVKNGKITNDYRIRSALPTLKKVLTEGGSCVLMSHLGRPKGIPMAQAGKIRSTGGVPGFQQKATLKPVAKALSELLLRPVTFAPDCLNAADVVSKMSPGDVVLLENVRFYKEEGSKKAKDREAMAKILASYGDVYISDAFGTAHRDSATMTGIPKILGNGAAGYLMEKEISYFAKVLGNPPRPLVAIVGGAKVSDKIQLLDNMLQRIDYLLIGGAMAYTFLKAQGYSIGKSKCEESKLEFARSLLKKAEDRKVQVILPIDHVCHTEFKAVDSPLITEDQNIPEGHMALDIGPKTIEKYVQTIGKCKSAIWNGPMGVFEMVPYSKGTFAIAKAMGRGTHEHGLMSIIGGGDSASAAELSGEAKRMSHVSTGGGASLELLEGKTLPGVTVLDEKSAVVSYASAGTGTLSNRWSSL
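Luminescent ATP detection (Kinase-Glo Plus) follows a 60-minute room-temperature incubation, with wells lacking PGK as controls. Buffer: 100 mM TEA (pH 7.6), 5 mM MgCl2, 0.01% Tween-20. Coupling enzyme GAPDH (100 nM final) supplies unstable 1,3-BPG in-well.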
POLH inh: inhibitors of human DNA polymerase eta; Potency, µM (top dose mostly 114 µM), for the others: at the highest dose activity change, negative = inhibition, usual class: inhibitors; Q9Y253; recombinant Pol eta, fluorescent DNA replication assay; AID 588591; hit rate 1.2% among 390,000; also: potency is read from the fitted curve at half-maximal effect; % is scaled to controls: 0 for no effect and ±100 for the full control effect
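Pol eta at 10 nM preincubated with compounds 15 min at room temperature; reaction started with fluorescent substrate (50 nM final) and read kinetically at 0 and 10 min.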
Pol beta inh: blocks human DNA polymerase beta activity; P06746; Pol beta primer extension/strand displacement, fluorescence kinetic; Potency, µM (doses to about 114 µM), inactives show at the top dose activity change, negative = inhibition, usual class: inhibitors; hit rate 1.3% among 340,000; also: potency is read from the fitted curve at half-maximal effect; % is scaled to controls: 0 for no effect and ±100 for the full control effect
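Human Pol beta at 10 nM; strand-displacement substrate 50 nM final. Compound exposure 15 min at room temperature before start, reaction 10 min at room temperature.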
POLI inh: DNA polymerase iota (human) inhibition. Pol iota fluorescent replication assay, 10 min. Q9UNA4. Potency, µM (top dose mostly 115 µM), inactives show at the top dose activity, negative = inhibition, hits mostly inhibitors. hit rate 1% among 390,000; also: potency is read from the fitted curve at half-maximal effect
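Pol iota at 10 nM preincubated 15 min with compounds at room temperature; reaction started with fluorescent substrate, 50 nM final. Fluorescence read kinetically at 0 and 10 min; buffer-only wells as negative control.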
RXFP1 antagonist: blocks the human relaxin receptor RXFP1; hit rate 0.59% among 350,000; HEK293-RXFP1, relaxin-stimulated cAMP HTRF, 30 min; stronger effect = lower value; Q9HBX9; activity change, negative = inhibition, % at 57.5 µM;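 active = activity change of -60% or lower, but not beyond a set lower limit; inconclusive = change between -60% and -40%, or beyond the set limit; inactive = change above -40%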; also: % is scaled to controls: 0 for no effect and ±100 for the full control effect
Anesthetic bind: binds horse apoferritin like a general anesthetic; Potency, µM (titrated, usually from 77.5 µM), without a hit: top-dose activity change, negative = displacement, most hits filed as inhibitors; P02791; hit rate 0.074% among 350,000; apoferritin/1-aminoanthracene competitive binding, fluorescence; also: potency is read from the fitted curve at half-maximal effect; % is scaled to controls: 0 for no effect and ±100 for the full control effect; nearly all actives have a fitted effect of over 20% in size
Target sequence (P02791 2-175 limits assumed): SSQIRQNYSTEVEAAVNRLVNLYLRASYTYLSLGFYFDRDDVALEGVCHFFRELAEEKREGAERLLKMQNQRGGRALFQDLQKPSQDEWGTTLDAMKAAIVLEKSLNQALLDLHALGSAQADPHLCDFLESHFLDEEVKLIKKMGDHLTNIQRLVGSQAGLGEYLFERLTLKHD
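Horse-spleen apoferritin (10 uM) was mixed with 50% saturated 1-aminoanthracene in PBS, exposed to compounds for 10 min at room temperature, and read for fluorescence (ex 380 nm, em 535 nm). Competitive displacement was fitted with a four-parameter Hill equation.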
BLM inh: inhibitors of human Bloom syndrome helicase BLM; P54132; recombinant BLM DNA unwinding, fluorescence dequenching; Potency, µM (highest dose often 56.1 µM), without a hit: top-dose activity change, negative = inhibition, most hits filed as inhibitors; hit rate 0.2% among 350,000; AID 2528;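 also: potency is read from the fitted curve at half-maximal effect; plate controls were vehicle for no effect and no enzyme for full effect; nearly all actives have a fitted effect of over 35% in size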
APE1 inh: inhibitors of human APE1 endonuclease | P27695 | recombinant APE1, TAMRA/BHQ-2 abasic DNA cleavage fluorescence | Potency, µM (top dose mostly 65.8 µM), for inactives: at the top dose activity change, negative = inhibition, hits mostly inhibitors | hit rate 0.35% among 350,000;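 also: potency is read from the fitted curve at half-maximal effect; plate controls were vehicle for no effect and reference inhibitor for full effect; nearly all actives have a fitted effect of over 55% in size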
Target sequence (P27695 whole entry, looked up): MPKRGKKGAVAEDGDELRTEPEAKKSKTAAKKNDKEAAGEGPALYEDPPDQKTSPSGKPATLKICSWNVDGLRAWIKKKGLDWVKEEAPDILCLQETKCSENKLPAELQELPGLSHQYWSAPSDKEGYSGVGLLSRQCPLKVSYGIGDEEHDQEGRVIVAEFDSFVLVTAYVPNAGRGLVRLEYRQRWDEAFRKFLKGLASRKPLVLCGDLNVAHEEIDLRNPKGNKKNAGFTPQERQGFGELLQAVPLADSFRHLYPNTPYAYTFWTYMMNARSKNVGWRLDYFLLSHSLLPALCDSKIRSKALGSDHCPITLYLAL
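Measures dequenching upon AP-site incision of a 5'-TAMRA/3'-BHQ-2 THF-containing duplex, 50 nM; human APE1 0.75 nM after 15 min room-temperature exposure to compound; kinetic three-point read at one-minute spacing.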
* hit, by the source's call; i = inactive; u = inconclusive; x = not tested or not shown; & = joins results of further samples; [ ] = dose if it differs, or a comment. Unless noted, calls follow the shape of the dose curve; as a rule, active = well fitted curve in the direction sought with a large enough effect; inconclusive = small, poorly fitted or top-dose-only effect, or another doubt; inactive = no such curve, though single readings can be large; an effect the other way counts as inactive or inconclusive. An excerpt; rates above refer to the full screens.

Sample of the layout, six compounds:
item	compound	POLK inh	Tb PGK inh	POLH inh	Pol beta inh	POLI inh
1	COc1ccc(N2CCN(C(=O)CN(c3cccc(OC)c3)S(=O)(=O)c3ccccc3)CC2)cc1	-23%	-3%	-18%	3%	-8%
2	COCC1CCN(Cc2cn[nH]c2-c2cc3ccccc3o2)C1 (stereo not drawn)	-11%	-6%	7%	u	-4%
3	CCOC(=O)N1CCC(NC(=O)c2ccc(CS(=O)(=O)c3ccc(OC)cc3)o2)CC1	-15%	4%	-14%	14%	-19%
4	CC(=O)Nc1ccccc1C(=O)C(=O)Nc1ccc(C(=O)NCC2CCCO2)cc1 (stereo not drawn)	-8%	-5%	-1%	2%	5%
5	CCc1[nH]c(=O)c(C#N)c2c1CSC(C)(C)C2	-13%	-3%	-1%	30%	12%
6	O=C(N/N=C/c1cccc(O)c1)c1ccc(COc2cccc3cccnc23)cc1	1%	i	5%	24%	-27%

item	RXFP1 antagonist	Anesthetic bind	BLM inh	APE1 inh
1	-10	65%[activator]	-4%	-2%
2	u	4%	4%	-2%
3	3	-9%	-4%	0%
4	-7	-4%	-1%	-2%
5	-2	16%	3%	14%
6	6	-13%	-5%	-11%

All compounds of this part, repeating the preview:
item	compound	POLK inh	Tb PGK inh	POLH inh	Pol beta inh	POLI inh
1	COc1ccc(N2CCN(C(=O)CN(c3cccc(OC)c3)S(=O)(=O)c3ccccc3)CC2)cc1	-23%	-3%	-18%	3%	-8%
2	COCC1CCN(Cc2cn[nH]c2-c2cc3ccccc3o2)C1 (stereo not drawn)	-11%	-6%	7%	u	-4%
3	CCOC(=O)N1CCC(NC(=O)c2ccc(CS(=O)(=O)c3ccc(OC)cc3)o2)CC1	-15%	4%	-14%	14%	-19%
4	CC(=O)Nc1ccccc1C(=O)C(=O)Nc1ccc(C(=O)NCC2CCCO2)cc1 (stereo not drawn)	-8%	-5%	-1%	2%	5%
5	CCc1[nH]c(=O)c(C#N)c2c1CSC(C)(C)C2	-13%	-3%	-1%	30%	12%
6	O=C(N/N=C/c1cccc(O)c1)c1ccc(COc2cccc3cccnc23)cc1	1%	i	5%	24%	-27%
7	CCn1cnc2c1c(=O)n(CC(=O)Nc1ccc(C(N)=O)cc1)c(=O)n2Cc1ccccc1	14%	-9%	-8%	-2%	16%
8	CSCCC(NC(=O)c1cncc(Br)c1)C(=O)O (stereo not drawn)	4%	-3%	1%	15%	-9%[58.9 µM]
9	CCOC(=O)C1CCCN(C(=O)c2cc(-c3ccccc3)on2)C1 (stereo not drawn)	-2%	x	11%	-12%	5%
10	CN(CCC#N)C(=O)COC(=O)c1ccccc1C(=O)c1ccc(Cl)c([N+](=O)[O-])c1	-4%	0%	-17%	-21%	84%[activator]
11	c1ccc(-c2onc(-c3ccco3)c2-c2ccc3[nH]ccc3c2)cc1	-33%&-23%	-1%	-8%	-20%	-12%&32%
12	O=C(CS(=O)(=O)c1ccccc1)NCc1ccco1	-10%	i	-12%	-1%	u
13	O=C(NCCSC1CCCCC1)c1ccccc1	-10%	1%	-16%	29%	61%[activator]
14	COc1ccccc1OCC(=O)N1CCNC1=O	-10%	9%	-13%	-1%	-2%
15	O=C(O)c1ccc(NC(CSCc2cccc(F)c2)C(=O)O)c([N+](=O)[O-])c1 (stereo not drawn)	-2%	0%	-13%	0%	-17%

item	RXFP1 antagonist	Anesthetic bind	BLM inh	APE1 inh
1	-10	65%[activator]	-4%	-2%
2	u	4%	4%	-2%
3	3	-9%	-4%	0%
4	-7	-4%	-1%	-2%
5	-2	16%	3%	14%
6	6	-13%	-5%	-11%
7	-3	-18%	0%	-8%
8	15	-7%	-6%	-4%
9	-6	0%	-3%	-2%
10	-24	-8%	-6%	-6%
11	x	-10%	-8%	8%
12	-8	-4%	-7%	-4%
13	2	u	-3%	3%
14	x	1%	3%	11%
15	-9	-13%	-2%	11%

Going on with the list:
item	compound	POLK inh	Tb PGK inh	POLH inh	Pol beta inh	POLI inh
16	CCN(CC)CCNC(=S)Nc1ccc2nc3n(c(=O)c2c1)CCCCC3	7%	-6%	1%	25%	26%
17	CC1CN(CN2C(=O)c3ccccc3C2=O)CC(C)O1 (stereo not drawn)	-1%	-8%	-3%	-29%	6%[58.9 µM]
18	Cc1cc(C)cc(NC(=O)C2(c3ccccc3)CC2(Cl)Cl)c1 (stereo not drawn)	-12%	0%	-10%	15%	1%
19	CCCN(CCC)S(=O)(=O)c1ccc(N2CCCC2=O)c([N+](=O)[O-])c1	8%	-3%	-25%	27%	27%
20	O=S(=O)(c1ccccc1)c1nnn2c1nc(NCc1cccs1)c1sccc12	-5%	-6%	14%	4%	11%
21	CCCn1c(SCC(=O)/C(C#N)=C(\C)N)n[nH]c1=O	-15%	1%	-11%	24%	-6%
22	CCOc1cc(/C=C(/C#N)c2ccc(F)cc2)ccc1OCc1ccc(C(=O)O)o1	-17%	-6%	u	-12%	-3%
23	O=C(NC(=O)N1CCCCCC1)c1ccccc1	-11%	-3%	-3%	-9%	-21%
24	Cc1cc(CNC(=O)C2(C(F)(F)F)CC(CCCO)CCCO2)nn1C (stereo not drawn)	7%&5%	0%	-8%	x	-7%&-24%
25	COc1ccc(N2C(=O)CCC(C(=O)O)C2c2ccc(OC)c(OC)c2)cc1 (stereo not drawn)	-4%	i	-11%	20%	4%
26	O=C(NCCOCCNC(=O)OCc1ccccc1)OCc1ccccc1	-9%	-6%	-17%	2%	51%[activator]
27	CC1CCCCN1CCCNC(=O)c1ccc(NC(=O)C2=CSCCO2)cc1 (stereo not drawn)	4%	-4%	0%	-17%	0%
28	CS(=O)(=O)c1ccc(Cl)c(NC(=O)COC(=O)c2cccc(S(=O)(=O)N3CCCC3)c2)c1	-1%	-5%	6%	x	26%
29	Cc1cc(-c2nnc(SCC(=O)Nc3cccc(F)c3)n2N)n[nH]1	3%	-3%	-15%	53%	14%
30	CC(C)=C(NC(=O)c1ccco1)C(=O)NCCc1nc2ccccc2[nH]1	7%	-3%	-10%	-20%	8%

item	RXFP1 antagonist	Anesthetic bind	BLM inh	APE1 inh
16	8	-3%	3%	-2%
17	14	-4%	-1%	0%
18	-14	u	-14%	10%
19	x	-9%	1%	-3%
20	-14	-8%	-4%	x
21	16	-11%	-6%	-3%
22	-9	-13%	0%	4%
23	13	-11%	2%	9%
24	x	-1%	-2%	-2%
25	5	-15%	1%	4%
26	-6	-12%	-3%	2%
27	3	-2%	2%	4%
28	2	x	x	6%
29	3	-8%	3%	-14%
30	-1	-2%	-2%	3%

(continued)
item	compound	POLK inh	Tb PGK inh	POLH inh	Pol beta inh	POLI inh
31	CC(=O)C1=C(C)Nc2ncnn2C1c1ccccc1F (stereo not drawn)	-40%	2%	-11%	-7%	129%[activator]
32	Cc1cc(C)cc(N(CC(=O)NC2CCCC2)C(=O)CNC(=O)c2ccco2)c1	3%	-8%	-2%	29%	87%[activator]
33	CC(=O)Nc1scc(-c2ccccc2)[n+]1-c1ccc(C)cc1	5%	0%	-16%	-13%	10%
34	CCc1cc2c(C)cc(=O)oc2cc1Oc1ncccc1[N+](=O)[O-]	x	x	x	0%	x
35	COC(=O)c1c(NC(=O)c2ccccc2)sc(C(=O)c2ccccc2)c1C	-10%	0%	-5%	39%	-11%
36	CSc1nc(-c2ccccc2)c(C#N)c(=O)n1C	-6%	-3%	-9%	-11%	15%
37	Cc1ccc(NC(=O)NC2CC(=O)N(c3ccc4c(c3)OCCO4)C2)c(C)c1 (stereo not drawn)	-8%	3%	-16%	x	49%[activator]
38	Cc1cc(OCC(=O)NNC(=O)c2cccs2)ccc1Br	-9%	-9%	-10%	-19%	15%
39	COC(=O)N/N=C\c1cc2c(cc1Br)OCO2	5%	i	-17%	-9%	25%
40	CC(=O)c1ccc(NC(=O)Cn2cnc(S(=O)(=O)N3CCCCC3)c2)cc1	-6%	-4%	-6%	7%	-12%
41	CCOC(=O)c1cn2c(C)cccc2n1	2%	-5%	2%	0%	0%
42	COc1cc(OC)cc(-c2c(-c3ccsc3)c3cc(Br)ccc3n2C)c1	u	6%	-9%	x	u
43	COc1ccc(NC(=O)N2CCCC2C(=O)NCCc2ccccc2)cc1 (stereo not drawn)	17%	-8%	-11%	37%	1%
44	O=C(NCC(=O)N1CCN(c2ccccc2O)CC1)c1ccc(Br)o1	-34%	7%	-1%	x	u
45	Cc1sc2nc(CSCC(=O)N(C)c3ccccc3)[nH]c(=O)c2c1C	-1%	-8%	-14%	13%	26%

item	RXFP1 antagonist	Anesthetic bind	BLM inh	APE1 inh
31	1	3%	-3%	14%
32	-5	-3%	0%	-16%
33	0	-4%	-2%	-3%
34	x	-2%	-3%	-4%
35	-15	-17%	-2%	-2%
36	-25	-14%	1%	0%
37	-2	x	x	-3%
38	-16	-2%	-12%	57%[activator]
39	-3	-7%	-15%	13%
40	24	-1%	-1%	-6%
41	7	-2%	-6%	-2%
42	x	x	x	-3%
43	-7	-3%	-4%	20%
44	5	x	x	-11%
45	-5	2%	4%	3%

Further records:
item	compound	POLK inh	Tb PGK inh	POLH inh	Pol beta inh	POLI inh
46	CC(=O)OCCN(CCCn1c(-c2ccncc2)nc2ccccc21)c1nc(-c2ccc(C)cc2)cs1	21%	-2%	-17%	u	4%
47	Cn1c(=O)c2c(nc(SCC(=O)Nc3ccc(F)cc3)n2Cc2ccccc2F)n(C)c1=O	-11%	x	x	2%	-4%
48	CN(CC(=O)Nc1ccccc1C(F)(F)F)C(=O)c1cc(Cl)nc2ccccc12	-7%	-5%	-8%	x	25%
49	CCOc1cc2[nH]c(=S)n(CCC(=O)NCc3ccc(OC)cc3)c(=O)c2cc1OCC	-5%	-8%	-13%	27%	-12%

item	RXFP1 antagonist	Anesthetic bind	BLM inh	APE1 inh
46	x	-2%	-5%	6%
47	0	-1%	0%	x
48	-9	x	x	-1%
49	-10	-7%	-1%	0%
